CHRM1 antagonist – human CHRM1 antagonism; P11229; CHO-K1 hM1, Fluo-8 calcium fluorescence, ACh EC80 antagonist; inhibition, % at 3 µM; 1.3% of 360,000 active; AID 588852;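 active means percent inhibition above its own plate's cutoff, namely the mean of that plate's compound wells plus 3 SD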;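 further: peak over basal fluorescence ratio during 140 s after agonist addition; 0% = ACh EC80 plus DMSO and 100% = DMSO alone without agonist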
Target sequence (P11229 whole entry, looked up): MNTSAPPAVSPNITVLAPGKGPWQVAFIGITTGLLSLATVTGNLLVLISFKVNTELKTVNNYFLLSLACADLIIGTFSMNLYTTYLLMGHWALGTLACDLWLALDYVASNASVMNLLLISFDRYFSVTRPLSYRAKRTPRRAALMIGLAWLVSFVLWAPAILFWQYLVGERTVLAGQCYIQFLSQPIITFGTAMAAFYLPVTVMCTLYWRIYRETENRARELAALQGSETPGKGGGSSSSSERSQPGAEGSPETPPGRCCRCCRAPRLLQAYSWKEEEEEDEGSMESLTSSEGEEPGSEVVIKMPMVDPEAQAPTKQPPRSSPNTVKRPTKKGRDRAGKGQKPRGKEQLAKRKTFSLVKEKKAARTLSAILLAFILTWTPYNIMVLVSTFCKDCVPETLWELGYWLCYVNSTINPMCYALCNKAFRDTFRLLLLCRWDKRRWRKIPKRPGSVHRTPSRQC
CHO-K1 Ca antag – counter-screen for M1 antagonists: effect in parental CHO-K1 cells. ATP-induced calcium, Fluo-8 fluorescence. inhibition, % at 3 µM. 0.6% of 360,000 active;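 active means inhibition above a per-plate cutoff, the plate's mean sample inhibition plus 3 SD, cut at about 24% in these data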;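 further: 0% = DMSO plus EC80 ATP and 100% = DMSO alone without ATP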
TAAR1 antag – human TAAR1 antagonism; Q96RJ0; CHO RD-HGA16 TAAR1, Fluo-8 calcium fluorescence, antagonist; inhibition, % at 3 µM; 1.5% of 360,000 active; AID 624466;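 active means inhibition above a per-plate cutoff, the mean inhibition of test compounds on that plate plus 3 SD, cut at about 49% in these data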;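 further: 0% = DMSO plus EC80 beta-PEA response and 100% = DMSO alone without agonist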
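test system = CHO RD-HGA16 cells bearing hTAAR1 | replication = singlicate | controls = DMSO-only wells and EC80 β-PEA-stimulated wells | reagent = EC80 β-phenethylamine stimulus | read-out basis = percent inhibition of PEA-evoked calcium signal, max/basal emission ratio | schedule = seeding 17-24 h prior, 75-min 37 °C, 30-min RT dye loading | signal = kinetic Fluo-8 calcium fluorescence measurement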
CHO parental Ca – counter-screen: ATP calcium response change in parental CHO cells; parental CHO-K1, ATP-induced calcium, Fluo-8 fluorescence; inhibition, % at 5.6 µM; 0.63% of 330,000 active;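 active means inhibition above that plate's mean sample inhibition plus 3 SD, cut at about 26% in these data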;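 further: 0% = ATP-challenged DMSO wells and 100% = DMSO wells without ATP; some compounds past the cut are filed as inactive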
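Material: Parental CHO cells | Reagent: ATP | Compound dosing: Single nominal dose of 5.6 µM per compound | Detection: Intracellular calcium via Fluo-8 no-wash fluorescent dye | Read-out: % inhibition of ATP-induced calcium mobilization | Benchmarks: Low control ATP plus DMSO, high control DMSO only | Replicates: Singlicate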
M1 ag – activates human CHRM1 receptor | P11229 | CHO-K1 hM1, Fluo-8 calcium fluorescence, agonist mode; 0% DMSO, 100% acetylcholine EC100 | activation, % at 3 µM | 0.33% of 360,000 active;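 active means activation above the run's mean compound activation plus 3 SD, cut at about 16% in these data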;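 further: peak over basal fluorescence ratio within a 140 s kinetic read after compound addition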
OXTR potentiator – human OXTR potentiation. P30559. CHO-OTR cells, Fluo-8 calcium fluorescence, potentiator mode; 0% = oxytocin EC15, 100% = EC100. activation, % at 3 µM. 0.061% of 320,000 active. AID 2445;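 active means activation above that plate's cutoff, the mean activation of tested compounds plus 3 SD, cut at about 6.6% in these data, passing the limit was not always enough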;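 further: 100% uses oxytocin at 75 nM as the full agonist control; some results filed as inactive read as strong as hits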
Target sequence (P30559 whole entry, looked up): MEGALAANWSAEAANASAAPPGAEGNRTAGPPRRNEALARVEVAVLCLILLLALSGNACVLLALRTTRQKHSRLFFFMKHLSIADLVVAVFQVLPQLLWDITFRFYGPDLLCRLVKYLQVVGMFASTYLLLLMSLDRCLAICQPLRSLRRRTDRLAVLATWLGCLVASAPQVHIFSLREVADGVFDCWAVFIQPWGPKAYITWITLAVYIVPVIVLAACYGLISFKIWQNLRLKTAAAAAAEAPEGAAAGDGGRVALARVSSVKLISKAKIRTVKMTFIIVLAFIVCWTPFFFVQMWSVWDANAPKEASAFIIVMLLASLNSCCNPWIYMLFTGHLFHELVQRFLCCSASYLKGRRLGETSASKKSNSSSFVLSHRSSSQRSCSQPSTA
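Material: CHO-OTR cells, human receptor; compound dosing: single dose, 3.0 µM nominal final compound concentration; schedule: 6 min compound pre-incubation at room temperature, 100 s kinetic read; measured by: kinetic Fluo-8 calcium fluorescence; read-out basis: % activation vs EC15 and EC100 oxytocin; controls: EC15 oxytocin alone as 0%, 75 nM oxytocin as 100%; replicates: singlicate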
M1 PAM parental – counter-screen for M1 PAMs: effect in parental CHO-K1 cells | ATP EC20, Fluo-8 calcium fluorescence; 0% at ATP EC20, 100% at ATP max | 0.02% of 360,000 active | activation, % at 3 µM;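 active means activation above the run cutoff, the mean activation of all test compounds plus 3 SD, cut at about 40% in these data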;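 further: peak over basal fluorescence ratio in a 140 s read after ATP addition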
M1 ag parental – counter-screen for M1 agonists: effect in parental CHO-K1 cells; Fluo-8 calcium fluorescence; scaled to maximal ATP response, vehicle zero; activation, % at 3 µM; 0.48% of 360,000 active; in the data active means activation above about 15%;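 further: untransfected CHO-K1 host cells lacking M1 receptor as counterscreen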
TAAR1 ag – human TAAR1 agonism; 0.99% of 360,000 active; activation, % at 3 µM; CHO RD-HGA16 TAAR1, Fluo-8 calcium fluorescence; vehicle wells 0%, saturating PEA agonist 100%;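 active means activation above the mean activation of all test compounds in the run plus 3 SD, cut at about 38% in these data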
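Repeats: no replicates (n 1) | Material: CHO-derived RD-HGA16 cells with stable Gα16 and human TAAR1 | Technique: Kinetic Fluo-8 calcium fluorescence | Schedule: 17-24 h seeding, 75 min 37 °C dye, 30 min RT | Evaluation: % activation from peak over basal fluorescence ratio, DMSO-to-PEA scaled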
* hit, by the source's call; · = no result given.

SMILES	CHRM1 antagonist	CHO-K1 Ca antag	TAAR1 antag	CHO parental Ca	M1 ag	OXTR potentiator	M1 PAM parental	M1 ag parental	TAAR1 ag
Cn1cc(SCC(=O)NC2CCCC2)c2ccccc21	-1	-1	-3	-17	-5	3	-11	0.0	-2
Cc1oc(C(C)(C)C)cc1C(=O)Nc1ccc2c(c1)OCO2	14	-10	0	-11	-3	-9	1	1.3	2
CN(C(=S)NC1CCCCC1)C1(c2ccccc2Cl)CCCCC1=O (stereo not drawn)	-11	-5	7	-22	-8	-3	4	-0.5	0
Cc1csc(N2C(=O)C3C4CCC(O4)C3C2=O)n1 (stereo not drawn)	-19	-11	6	·	-3	·	8	0.0	1
COc1cccc(CN(C)CC(=O)NCc2ccccc2Cl)c1OC	-10	-7	-10	-7	-4	-7	6	0.6	1
CCn1c(SCC(=O)Nc2nc3ccccc3s2)nnc1-c1ccc(Br)cc1	-10	-2	8	-3	-1	2	9	0.6	17
CCOc1ccc2[nH]c3c(NCCN(CC)CC)ncnc3c2c1	-20	-14	-19	-7	-6	-4	11	0.0	1
Cc1cccc(-c2nnc(SCC#N)n2-c2cccc(Cl)c2)c1	-6	-8	-10	-24	-4	-12	-2	0.1	12
COc1ccc(C(=O)NCC(=O)N/N=C/c2cccnc2)cc1	-21	-11	4	-4	1	-8	10	1.1	1
O=C(CSc1nc(-c2ccccc2)c(-c2ccccc2)[nH]1)N1CCN(S(=O)(=O)c2ccccc2)CC1	-4	4	19	-16	-5	2	11	1.4	1
Cc1ccc(Oc2cc(NN3CCCCC3)c([N+](=O)[O-])cc2[N+](=O)[O-])c(Cl)c1	-6	2	-1	-14	-1	-4	-5	-0.2	0
CC(=O)N(CC(C)C(=O)O)c1c(I)cc(I)c(N)c1I (stereo not drawn)	-32	1	-23	4	2	-6	-9	0.5	4
COc1ccccc1Cc1nnc(NC(=O)C2CCN(C(=O)c3ccco3)CC2)s1	-12	4	8	-24	-4	-9	-3	-0.1	17
CCCC1(C(=O)OCC)NC(c2ccc(N(C)C)cc2)C2C(=O)N(c3ccccc3)C(=O)C21 (stereo not drawn)	-12	-13	-9	-13	-1	-6	16	0.4	8
COc1cccc(CC(=O)Nc2ccc(F)c(S(=O)(=O)N3CCOCC3)c2)c1	-15	-4	-3	·	1	·	-7	1.2	3
CCc1c(C)nc(SCC(=O)NC2CCCC2)[nH]c1=O	-17	-10	-14	-11	-1	-8	-1	0.7	1
CS(=O)(=O)N1N=C(c2ccco2)CC1c1ccc(Br)cc1 (stereo not drawn)	1	-10	3	-11	-4	-15	30	2.2	0
CCOC(=O)[C@@H]1[C@H]2COc3cc(OC)ccc3[C@H]2N2C(=O)N(c3ccc(Cl)cc3)C(=O)[C@]12C	-1	1	3	-9	-4	0	12	-0.3	11
CCCCN(CCCC)Cc1cc(=O)oc2cc(OC)c(Cl)cc12	-20	-14	-9	·	-2	·	-1	-0.2	12
CC1(C2CC2)NC(=O)N(CC(=O)N2CCN(c3ccccc3F)CC2)C1=O (stereo not drawn)	-12	0	-19	·	6	·	5	1.5	29

Among those listed so far, these have a furan ring, fused or not.
SMILES	CHRM1 antagonist	CHO-K1 Ca antag	TAAR1 antag	CHO parental Ca	M1 ag	OXTR potentiator	M1 PAM parental	M1 ag parental	TAAR1 ag
Cc1oc(C(C)(C)C)cc1C(=O)Nc1ccc2c(c1)OCO2	14	-10	0	-11	-3	-9	1	1.3	2
COc1ccccc1Cc1nnc(NC(=O)C2CCN(C(=O)c3ccco3)CC2)s1	-12	4	8	-24	-4	-9	-3	-0.1	17
CS(=O)(=O)N1N=C(c2ccco2)CC1c1ccc(Br)cc1 (stereo not drawn)	1	-10	3	-11	-4	-15	30	2.2	0

The list goes on:
SMILES	CHRM1 antagonist	CHO-K1 Ca antag	TAAR1 antag	CHO parental Ca	M1 ag	OXTR potentiator	M1 PAM parental	M1 ag parental	TAAR1 ag
COc1ccc(N2CC(NC(=O)N3CCc4ccccc43)CC2=O)cc1OC (stereo not drawn)	-18	-18	2	-14	-3	8	15	0.7	0
CCOC(=O)C1CCN(C(=O)C2CCN(c3nn4c(=O)cc(C)nc4s3)CC2)CC1	-5	-11	1	7	-5	-4	31	0.6	-1
Cc1ccc(C2=NCCn3c2c2ccc(C(F)(F)F)cc2[n+]3[O-])cc1	-2	-7	-8	-13	4	-7	14	0.1	11
CN(CC(=O)Nc1ccccc1Cl)C(=O)COC(=O)CSc1ccc(Cl)cc1	-18	-22	15	-7	0	-10	-7	1.1	2
O=C1C=CC(=O)N1c1ccc2c(c1)C(NC(=O)C(F)(F)F)c1ccccc1-2 (stereo not drawn)	-8	-13	30	·	-5	·	15	1.7	13
CN(CC(=O)Nc1cc(Cl)ccc1Cl)C1CCS(=O)(=O)C1 (stereo not drawn)	-7	-6	-8	-15	-5	2	2	0.3	13
COc1ccc(C(=O)COC(=O)CCn2nnc(-c3cccs3)n2)cc1	-5	18	7	-5	-3	-3	-9	0.4	5
CN(C)CCCN(C(=O)c1cc2cc([N+](=O)[O-])ccc2s1)c1nc2cc3c(cc2s1)OCCO3	2	0	6	-11	-5	-1	-26	0.6	6
CCOc1ccc(N2C(=O)S/C(=C\c3ccc(O)c(OCC)c3)C2=O)cc1	-9	-3	-25	1	-3	-4	-8	0.7	-2
COc1ccc(C(=O)OCCN2CCOCC2)cc1	-41	-4	-8	2	0	-5	17	0.2	10
Cc1cc(-c2ccccc2)nc(N/N=C/c2ccco2)n1	2	-21	18	-23	-7	-2	10	0.8	2
C/C(=N\NC(=O)c1sccc1C)c1cccnc1	6	3	-8	·	-3	·	5	0.5	2
CCCCC(=O)N(c1ccc(C)c(C)c1)C1C=CS(=O)(=O)C1 (stereo not drawn)	-5	-1	-9	-19	-5	-3	11	0.5	7
COc1ccccc1CNc1nc(S(=O)(=O)c2ccccc2)c(Cl)s1	-3	-15	15	-19	-9	-10	16	0.8	7
O=S(=O)(Nc1ncnc2scc(-c3ccc(F)cc3)c12)c1cc(F)ccc1F	4	11	-32	-13	-1	-1	-20	1.4	0
CC(C)NC(=O)Cn1c(=O)cnc2ccccc21	-1	1	1	-7	-2	-5	17	0.0	2
Cc1nc2ccccn2c(=O)c1NC(=O)c1cccs1	-10	-10	-7	-8	0	-5	11	1.2	1
Cc1ccc(N2CC(C(=O)NC3=NCCS3)CC2=O)cc1C (stereo not drawn)	-12	-6	-17	-6	-5	-6	-9	0.2	8
COc1cccc(C(=O)Nc2ccc(N3CCN(C(=O)c4ccco4)CC3)cc2)c1	-13	-25	11	-2	1	-5	21	10	2
CCOc1ccccc1N(C(=O)CNC(=O)c1ccco1)C(C(=O)NC(C)(C)C)c1ccncc1 (stereo not drawn)	-8	-15	2	-11	-4	-6	24	1.2	8
C=CCNC(=O)COc1c(C)ccc(C)c1C	17	-13	1	-11	-7	2	6	-0.1	-1
COc1ccc(C)cc1NC(=O)c1ccc(NS(=O)(=O)c2c(C)noc2C)cc1	3	-7	6	-2	-3	-4	-13	1.1	-2
CCOC(=O)C1CCN(CC(=O)N2C(C)CCCC2C)CC1 (stereo not drawn)	-6	-12	-1	-6	-8	-2	25	0.9	9
COc1ccc(/C=C/C(=O)OCCNC(=O)c2ccncc2)cc1OC	-7	-10	-19	-21	-6	-2	0	1.5	1
OC[C@@H]1CN(Cc2ccc3c(c2)OCO3)C[C@H](n2cnc3c(N4CCCC4)ncnc32)O1	-4	4	-16	·	0	·	-14	2.7	2
Clc1cccc(-c2ccnc3nc(-n4cccc4)nn23)c1	5	-12	-8	-29	-5	-6	16	-1.0	11
CC1CC(C)CN(S(=O)(=O)N2CCCC(C(=O)NCc3ccccc3Cl)C2)C1 (stereo not drawn)	-23	-4	-49	-17	-5	-4	-9	-0.2	-4
Cc1cc(C(=O)N2CCc3c([nH]c4ccccc34)C2c2cccc(Cl)c2)nn1C (stereo not drawn)	10	-4	10	-26	-5	-9	-5	1.1	10
CCNc1[nH]c(=O)n(C)c(=O)c1N=O	-25	-6	22	-2	-3	-10	10	0.3	5
CC(C)(C)C(=O)NC(=S)Nc1ccccn1	-10	4	1	-14	-7	-10	18	1.1	6
Cc1ccc(OCC(COCc2ccccc2)NC(C)C)cc1 (stereo not drawn)	30	-10	-3	-12	-6	-3	12	5.5	5
COc1ccc(CNC(=S)NCc2ccc(F)cc2)cc1OC	-7	-7	-3	5	2	-12	6	7.8	4
COc1ccccc1CNC(=O)CCc1ccccc1	-18	-13	-4	-18	-7	-5	20	0.8	-1
COc1ccc(S(=O)(=O)N/N=C\c2ccc3c(c2)OCO3)c(OC)c1	4	-2	-25	·	2	·	-8	10	5
Cn1c(=O)c2[nH]c(CCCCCCCCc3nc4ccccc4[nH]3)nc2n(C)c1=O	37*	-3	18	·	0	·	-11	12	5

Entries from the list above that have a thiophene ring, fused or not (5):
SMILES	CHRM1 antagonist	CHO-K1 Ca antag	TAAR1 antag	CHO parental Ca	M1 ag	OXTR potentiator	M1 PAM parental	M1 ag parental	TAAR1 ag
COc1ccc(C(=O)COC(=O)CCn2nnc(-c3cccs3)n2)cc1	-5	18	7	-5	-3	-3	-9	0.4	5
CN(C)CCCN(C(=O)c1cc2cc([N+](=O)[O-])ccc2s1)c1nc2cc3c(cc2s1)OCCO3	2	0	6	-11	-5	-1	-26	0.6	6
C/C(=N\NC(=O)c1sccc1C)c1cccnc1	6	3	-8	·	-3	·	5	0.5	2
O=S(=O)(Nc1ncnc2scc(-c3ccc(F)cc3)c12)c1cc(F)ccc1F	4	11	-32	-13	-1	-1	-20	1.4	0
Cc1nc2ccccn2c(=O)c1NC(=O)c1cccs1	-10	-10	-7	-8	0	-5	11	1.2	1

Screens: PubChem, The Scripps Research Institute Molecular Screening Center
